# PI4K2A inh: inhibitors of human PI4K2A; purified PI4K2A, ADP-Glo luminescence, 1 h; stronger effect = lower value; activity change, negative = inhibition, % at 76.9 µM; Q9BTU6; AID 1346378; actives 0.13% (n = 420,000); in the data active = activity change below about -50%; inconclusive = mostly about -30% to -49%;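 also: -100% = wells without enzyme as full effect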
# Target sequence (Q9BTU6 whole entry, looked up): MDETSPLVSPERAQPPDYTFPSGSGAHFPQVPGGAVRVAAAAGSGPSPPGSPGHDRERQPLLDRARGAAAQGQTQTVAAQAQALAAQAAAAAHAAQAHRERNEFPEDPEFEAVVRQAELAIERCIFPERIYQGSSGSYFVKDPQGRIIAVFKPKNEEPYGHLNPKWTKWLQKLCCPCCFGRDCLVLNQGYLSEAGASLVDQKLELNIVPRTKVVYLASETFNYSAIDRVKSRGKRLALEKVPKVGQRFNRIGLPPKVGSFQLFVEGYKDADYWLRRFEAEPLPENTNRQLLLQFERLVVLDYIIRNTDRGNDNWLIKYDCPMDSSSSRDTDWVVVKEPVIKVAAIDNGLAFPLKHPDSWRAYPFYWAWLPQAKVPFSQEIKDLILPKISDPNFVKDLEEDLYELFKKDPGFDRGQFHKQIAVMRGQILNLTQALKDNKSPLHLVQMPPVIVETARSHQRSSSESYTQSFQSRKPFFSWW
#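 In this quantitative HTS, ADP production by PI4K2A was quantified luminescently after 1 h at ambient temperature; 100 microM adenosine served as plate-quality control.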
# GLS inh: blocks human kidney-isoform glutaminase activity. GLS enzymatic activity, qHTS titration. Potency, µM (top dose mostly 45.5 µM), for the others: at the top dose activity change, negative = inhibition, most hits filed as inhibitors. actives 0.21% (n = 410,000). AID 624170; also: potency is read from the fitted curve at half-maximal effect; % is scaled to controls: 0 for no effect and ±100 for the full control effect
#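 Human kidney-isoform GLS in 45 mM KH2PO4 pH 8.2, 0.02% Tween-20, with compound, started with 1mM L-Glutamine (added stock). Glutamate oxidase/HRP/Amplex red coupled fluorescence read at start and after 30 min at RT.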
# G9a inh: blocks human histone lysine methyltransferase G9a. G9a H3K9 monomethylation, AlphaScreen, 2 h. Potency, µM (series often up to 102 µM), without a hit: at the top dose activity, negative = inhibition, most hits filed as inhibitors. actives 8.8% (n = 350,000). AID 504332; also: potency is read from the fitted curve at half-maximal effect; % is scaled to controls: 0 for no effect and ±100 for the full control effect; nearly all actives have a fitted effect of over 75% in size
# Target sequence (Q96KQ7 913-1193 limits assumed): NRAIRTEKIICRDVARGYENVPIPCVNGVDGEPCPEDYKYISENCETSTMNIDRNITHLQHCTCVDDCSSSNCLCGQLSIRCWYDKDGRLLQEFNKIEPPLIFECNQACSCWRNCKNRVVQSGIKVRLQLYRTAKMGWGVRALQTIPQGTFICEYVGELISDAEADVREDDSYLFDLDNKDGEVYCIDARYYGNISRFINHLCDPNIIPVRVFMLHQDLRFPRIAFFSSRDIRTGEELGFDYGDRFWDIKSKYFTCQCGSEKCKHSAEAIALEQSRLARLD
#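 Step 1: enzyme (final 20 nM) with compound, 15 min RT. Step 2: substrate peptide 500 nM and SAM 20 uM, 2 h RT. Step 3: anti-H3K9me1 antibody and AlphaScreen beads, 10 min, then plate read.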
# Tb PGK inh: T. brucei PGK inhibition; Potency, µM (top dose mostly 57.5 µM), for inactives: top-dose activity change, negative = inhibition, actives largely listed as inhibitors; actives 0.043% (n = 380,000); AID 602233; PGK/GAPDH coupled, Kinase-Glo luminescence, 60 min; also: potency is read from the fitted curve at half-maximal effect; % is scaled to controls: 0 for no effect and ±100 for the full control effect; nearly all actives have a fitted effect of over 60% in size
#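 Luminescent ATP detection (Kinase-Glo Plus) follows a 60-minute room-temperature incubation, with wells lacking PGK as controls. Buffer: 100 mM TEA (pH 7.6), 5 mM MgCl2, 0.01% Tween-20. Coupling enzyme GAPDH (100 nM final) supplies unstable 1,3-BPG in-well.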
# BAZ2B inh: BAZ2B (human) inhibition. Q9UIF8. AlphaScreen BAZ2B-H3K14Ac peptide displacement. Potency, µM (titrated, usually from 114 µM), for the others: top-dose activity change, negative = inhibition, most hits filed as inhibitors. AID 504333. actives 4.4% (n = 360,000); also: potency is read from the fitted curve at half-maximal effect; % is scaled to controls: 0 for no effect and ±100 for the full control effect; nearly all actives have a fitted effect of over 60% in size
#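 Multi-concentration screen (max 110 uM) measuring displacement of acetylated histone H3 peptide from BAZ2B by AlphaScreen, using 50 nM protein, 50 nM peptide and 10 ug/mL streptavidin donor plus Ni-chelate acceptor beads.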
# HP1b chromo inh: HP1-beta chromodomain-methylated histone interaction inhibition; AID 540317; actives 0.56% (n = 390,000); AlphaScreen HP1-beta / biotin-H3K9me3 peptide binding; Potency, µM (titrated, usually from 114 µM), inactives show at the top dose activity change, negative = inhibition, hits mostly inhibitors; also: potency is read from the fitted curve at half-maximal effect; nearly all actives have a fitted effect of over 70% in size; inactives centre near 23
#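 HP1-beta protein (50 nM final) preincubated 30 min at room temperature with biotinylated H3(1-18)K9me3 peptide (50 nM) in PBS pH 7.4, 0.01% Tween-20, then compound added for 30 min. AlphaScreen streptavidin donor/nickel chelate acceptor beads (10 ug/mL final), 30 min dark, luminescence read.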
# Pin1 inhibitor: inhibitors of human Pin1. AID 504891. Pin1 FP peptide displacement, HiFluor488, 10 min. Q13526. Potency, µM (highest dose often 115 µM), without a hit: at the top dose activity, negative = inhibition, most hits filed as inhibitors. actives 0.009% (n = 390,000); active = well fitted inhibition curve with a large enough effect in the polarisation, with a control signal flat, not every such curve was filed as active; inconclusive = small, poorly fitted or top-dose-only effect, or effect the other way, or a change in a side signal; inactive = no such curve, though single readings can be large or run the other way; the % refers to the polarisation; also: potency is read from the fitted curve at half-maximal effect; % is scaled to controls: 0 for no effect and ±100 for the full control effect
# Target sequence (Q13526 whole entry, looked up): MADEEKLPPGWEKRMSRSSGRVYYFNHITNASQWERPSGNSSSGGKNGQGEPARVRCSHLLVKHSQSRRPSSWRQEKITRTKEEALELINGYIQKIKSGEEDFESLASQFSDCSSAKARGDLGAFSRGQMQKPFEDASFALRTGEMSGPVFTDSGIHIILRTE
# POLH inh: inhibitors of human DNA polymerase eta; Potency, µM (top dose mostly 114 µM), inactives show top-dose activity change, negative = inhibition, most hits filed as inhibitors; Q9Y253; actives 1.2% (n = 390,000); AID 588591; recombinant Pol eta, fluorescent DNA replication assay; also: potency is read from the fitted curve at half-maximal effect; % is scaled to controls: 0 for no effect and ±100 for the full control effect
#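 Fluorescent replication assay: 50 nM final substrate added after a 15 min room-temperature compound preincubation with 10 nM enzyme. Signal taken at 0 min and again at 10 min.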
# JMJD2A Tudor: inhibitors of human JMJD2A Tudor domain; O75164; Potency, µM (series often up to 114 µM), inactives show at the top dose activity change, negative = inhibition, most hits filed as inhibitors; AlphaScreen JMJD2A-Tudor / H3K4me3 peptide binding; actives 4.4% (n = 390,000); AID 504339; also: potency is read from the fitted curve at half-maximal effect; % is scaled to controls: 0 for no effect and ±100 for the full control effect; nearly all actives have a fitted effect of over 50% in size
# An asterisk follows results filed as active; i = inactive; ? = inconclusive; . = not tested or not shown; & = joins results of further samples; [ ] = remark or other dose. Unless noted, calls follow the shape of the dose curve; as a rule, active = well fitted curve in the direction sought with a large enough effect; inconclusive = small, poorly fitted or top-dose-only effect, or another doubt; inactive = no such curve, though single readings can be large; an effect the other way counts as inactive or inconclusive. This is a subset; count on the stated rates, not on these rows.
smiles,GLS inh,PI4K2A inh,HP1b chromo inh,G9a inh,BAZ2B inh,POLH inh,Pin1 inhibitor,JMJD2A Tudor,Tb PGK inh
CCCc1nc2c(c(=O)c3ccccc3n2C)c(=O)n1-c1cc(C)cc(C)c1,7.7%,-1.0,48.7%[activator],-1.8%,1.1%,-16.9%,-8.5%,-7.3%,-1.8%
Cc1ccc(-n2c(=O)c3ccccc3n(CC(=O)C(C)(C)C)c2=O)cc1,-2.5%,1.0,124.1%[activator],-9.3%,2.6%,-10.2%,-3.1%,-4.7%,i
COc1cccc(NC(=O)CSC2=Nc3ccccc3C3=NC(CCC(=O)NC4CCCCC4)C(=O)N23)c1 (centres undefined),-12.0%,1.7,-0.8%,23.0%[59 µM],-5.5%,-23.2%,-2.2%,-17.7%,-4.2%
COc1ccc(COC(=O)c2cccc(S(=O)(=O)N3CCCC3)c2)cc1F,-10.0%,1.0,50.7%[activator],77.0%[activator],-1.1%,-13.1%,6.6%,10.3%,4.8%
O=C(CSc1nc(Nc2ccccc2)nc(N2CCOCC2)n1)Nc1ccccc1Cl,1.7%,-3.0,26.0%,22.2%[59 µM],0.1%,-0.9%,8.6%,-28.2%,-6.8%
O=C(COC(=O)C1CC2CCCC(C1)C2=O)NC(=O)c1ccc(OC(F)F)cc1 (centres undefined),5.1%,-4.5,18.6%,.,3.4%,-5.9%,1.1%,-6.9%,0.3%
COc1ccc(-c2nnc(COc3ccc4ccccc4c3)o2)cc1OC,0.4%,-0.7,9.3%,16.4%[12.7 µM],-30.0%,-9.8%,13.0%,-22.6%,0.1%
O=C(NCc1ccc2c(c1)OCO2)c1ccc2c(c1)OCCO2,-2.0%,-0.9,22.2%,?,?,-8.8%,0.8%,-1.6%[57.1 µM],6.9%
Cc1ccc(N(C)C(=O)CCS(=O)(=O)c2cc3c(cc2Cl)NC(=O)CO3)cc1,-4.6%&-0.4%,-3.2&1.1,31.6%&41.3%,16.4%,4.5%&-2.8%,-4.7%&-7.2%,-1.0%&2.3%,-1.4%&-14.1%,-0.6%
Cc1cc(C)c(NC(=O)CCCN2C(=O)COc3ccc(C)cc32)c(C)c1,-4.6%,-5.4,15.8%,4.3%[59 µM],1.9%,.,17.3%,0.0%,.
CN(Cc1ccccc1NS(=O)(=O)c1ccc(Cl)cc1)C1CCCCC1,3.7%,-0.1,40.2%[activator],-31.4%,.,-14.0%,-1.2%,-4.2%,i
CCN(CC)c1ccc(C(=O)OCC(=O)NC(C)(C)C)cc1,-2.1%,5.5,16.3%,.,-9.7%,-12.3%,1.2%,5.5%,i
Cc1nnc(SCC(=O)N2CCN(S(=O)(=O)c3ccc(Cl)cc3)CC2)n(N)c1=O,1.1%,-8.8,20.3%,15.4%[59 µM],-0.3%,-3.2%,-7.2%,7.7%,-6.4%
COCCn1c(-c2ccc(OC(F)(F)C(F)C(F)(F)F)cc2)nc2c1c(=O)[nH]c(=O)n2CC(C)C (centres undefined),-8.6%,-3.0,14.0%,?,-4.2%,-22.1%,18.4%,-19.6%,-4.0%
CC(C)c1ccccc1OCC(=O)Nc1nnc(C2CC2)s1,6.7%,3.1,21.4%,-20.2%,29.5%,5.4%,9.2%,-6.9%,3.2%
O=C(COC(=O)c1cnccn1)c1ccc(C2CCCCC2)cc1,1.6%,-3.8,7.0%,16.5%,0.3%,8.1%,0.7%,-12.3%,-3.1%
O=C(CCCc1ccccc1)Nc1nccs1,-10.2%,-1.1,36.1%,.,.,-23.0%,5.1%,15.9%,4.4%
C=CCNC(=O)c1cc2nc(C3CC3)cc(C(F)F)n2n1,-15.4%,-0.4,39.1%[activator],24.4%[12.7 µM],9.3%,-6.4%,7.6%,-10.6%,-11.0%
Cc1nnc(SCC(=O)Nc2cc(S(=O)(=O)N3CCOCC3)ccc2C)s1,-5.2%,0.0,36.0%,-48.2%,-0.5%,-13.2%,-8.2%,-15.6%,-2.1%
O=C(Cc1ccc(Cl)cc1Cl)Nc1ccc(OC(F)F)c(Cl)c1,2.5%,2.1,48.7%[activator],11.1%[59 µM],17.0%,-24.5%,1.0%,11.9%,8.5%
Cc1[nH]c2ccccc2c1/C=N/NC(=O)CNC(=O)c1ccco1,1.7%,2.5,12.4%,.,-6.7%,-17.7%,0.1%,-7.6%,i
Cc1ccc2[nH]c(C(=O)O)c(NC(=O)c3ccccc3[N+](=O)[O-])c2c1,26.0%,1.8,22.4%,-6.0%[59 µM],-1.4%,-13.6%,32.3%[activator],-3.4%,-3.2%
CCc1ccccc1OCC(=O)Nc1ccc(C)c(S(=O)(=O)N2CCCCCC2)c1,0.0%,-1.2,34.9%,18.3%[12.7 µM],-1.0%,-8.6%,-0.6%,-7.7%,7.2%
CCC(CC)C(=O)N1CCCC(c2nc(-c3cccs3)no2)C1 (centres undefined),8.1%,-0.8,5.8%,7.6%[12.7 µM],13.0%,-16.0%,-10.9%,?,2.1%
CCN(/N=C/c1ccc(N(C)C)cc1)c1nc2ccccc2[nH]1,36.3%[activator],-0.2,36.6%,2.82µM*,?,-7.6%,-5.3%,?,.
CCOC(=O)c1sc(NC(=O)COC(=O)C(CCSC)NC(C)=O)nc1C (centres undefined),3.4%,-9.4,-6.5%,-14.9%[59 µM],2.6%,-12.0%,0.4%,-31.7%,-1.9%
Nc1ncnc(N2CCOCC2)n1,3.0%,-0.1,20.8%,.,.,-11.7%,-1.6%,-11.1%,3.6%
O=C(C[C@@H]1C/C=C\CCC(=O)OC[C@H](Cc2ccccc2)NC1=O)N[C@@H](CO)Cc1ccccc1,-0.7%,-2.9,39.0%,.,.,2.5%,-6.7%,-7.6%,-4.9%
O=C(Nc1nc(-c2ccc(F)c(F)c2)cs1)C1=COCCO1,-2.4%,0.5,29.0%,-3.6%[12.7 µM],14.3%,-4.4%,?,-15.0%,1.2%
Cc1ccc[n+](-c2[nH]c(=O)sc2/C=N/NC(=O)c2ccccc2[O-])c1,7.6%,-2.3,-0.3%,?,1.6%,?,?,-24.0%,-4.1%
CC(=O)Oc1ccc(NC(=O)Cc2ccccc2)cc1,2.0%,-4.4,20.7%,5.0%[59 µM],-0.8%,0.6%,-0.3%,-8.3%,-8.8%
Cc1ccc(-n2c(C)nnc2SCC(=O)N(C)c2c(N)n(Cc3ccccc3)c(=O)[nH]c2=O)cc1,-2.0%,-1.8,31.8%,?,9.5%,-5.7%,3.4%,-4.0%,0.9%
CC1CCCN(C(=O)C2CCCN(S(=O)(=O)c3cccc4nsnc34)C2)C1 (centres undefined),-1.2%,-3.3,7.1%,-39.5%,-4.1%,-7.5%,2.0%,-14.0%,-0.8%
O=C(OCC(=O)N1CCc2ccccc2C1)c1cccs1,5.1%,2.8,40.5%[activator],5.8%,-1.0%,6.1%,0.8%,-4.1%,3.8%
CC(=O)Nc1ccc(S(=O)(=O)N2CCc3cc4c(cc3C2)OCCCO4)cc1,-7.9%,2.1,30.6%,74.4%[activator],-4.1%[57.1 µM],-12.2%,7.0%,3.0%,-9.1%
COc1ccc(C)cc1S(=O)(=O)N(C)CC(=O)N1CCC(C(N)=O)CC1,-0.4%,-1.5,45.5%[activator],.,-6.5%,-14.4%,-1.9%,8.2%,-4.3%
COc1ccccc1-c1c(-c2ccc(OCC(=O)NN)cc2O)n[nH]c1C(F)(F)F,-3.0%,-1.7,27.7%,-13.6%[59 µM],-11.9%,-18.1%,0.7%,-13.4%,1.1%
CCCOc1ccc(C(=O)NC(=S)N2CCN(c3cc4c(cc3F)c(=O)c(C(=O)O)cn4CC)CC2)cc1,-1.1%,-1.8,7.9%,-10.1%,-15.3%,-8.9%,1.1%,-26.9%,-8.6%
CCn1ccc2cc(S(=O)(=O)N3CCCN(C(=O)Nc4ccccc4C(F)(F)F)CC3)ccc21,0.8%,1.5,20.1%[57 µM],4.9%[59 µM],-1.7%,-12.8%,-0.6%,-13.7%,-6.5%
Cc1ccc(N(C(=O)c2ccc(S(=O)(=O)N3CCOCC3)cc2)C2C=CS(=O)(=O)C2)cc1C (centres undefined),-8.3%,0.8,61.6%[activator],-5.6%,4.5%,-5.5%,-4.2%,-3.6%,-7.7%
COc1ccc(C(=O)OCC[N+]2(C)CCOCC2)cc1,-16.0%,4.3,37.7%,?,-12.7%,-8.3%,-6.4%,?,-0.1%
Cc1ccc(-c2onc(C)c2C)cc1S(=O)(=O)NC1CCCCC1,-12.5%,0.5,28.9%,5.8%[59 µM],2.5%,-21.6%,10.2%,4.2%,-9.8%
Cc1ccnc(NS(=O)(=O)c2ccc(NC(=O)Cc3ccc(F)cc3)cc2)n1,-3.4%,-1.4,41.1%[activator],?,0.0%,4.7%,4.8%,-18.1%,-1.9%
CCn1c(-c2ccccc2)c[nH]c1=S,-1.2%,-0.8,?,?,-38.3%,-9.9%,-5.2%,8.91µM*,4.9%
O=C(CCN1C(=O)c2ccccc2S1(=O)=O)N1CCN(c2ccccc2F)CC1,-3.4%,-4.0,-12.2%,3.9%,-4.9%,-1.0%,2.4%,-17.7%,-0.7%
Cn1c2c(c(=O)c3ccccc31)CCCC2,1.6%,-1.2,24.4%,13.6%,4.3%,5.8%,-1.4%,-9.5%,8.6%
